# Source: PubChem (Fisher Drug Discovery Resource Center)
# NPYLR7 ag: agonists of mosquito NPYLR7 receptor, primary screen, cell-based, Aedes aegypti, calcium fluorescence, mosquito biting behavior | actives 0.15% (n = 270,000) | activation, % at 10 µM | HEK293T NPYLR7/Galpha15, GCaMP6s calcium fluorescence | Aedes aegypti neuropeptide Y-like receptor 7 (NPYLR7); in the data active means activation above about 40%;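 further: 0% = vehicle and 100% = reference agonist at the receptor; some compounds past the cut are filed as inactive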
# hcGAS lum: Primary biochemical luminescence assay for human cyclic GMP-AMP synthase inhibitors | Q8N884 | recombinant h-cGAS, ATP depletion, Kinase-Glo luminescence | inhibition, % at 12.5 µM | actives 0.081% (n = 290,000) | AID 1259398, 2018;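 further: 0% = vehicle reaction and 100% = reaction without DNA for no activity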
# Target sequence (Q8N884 whole entry, looked up): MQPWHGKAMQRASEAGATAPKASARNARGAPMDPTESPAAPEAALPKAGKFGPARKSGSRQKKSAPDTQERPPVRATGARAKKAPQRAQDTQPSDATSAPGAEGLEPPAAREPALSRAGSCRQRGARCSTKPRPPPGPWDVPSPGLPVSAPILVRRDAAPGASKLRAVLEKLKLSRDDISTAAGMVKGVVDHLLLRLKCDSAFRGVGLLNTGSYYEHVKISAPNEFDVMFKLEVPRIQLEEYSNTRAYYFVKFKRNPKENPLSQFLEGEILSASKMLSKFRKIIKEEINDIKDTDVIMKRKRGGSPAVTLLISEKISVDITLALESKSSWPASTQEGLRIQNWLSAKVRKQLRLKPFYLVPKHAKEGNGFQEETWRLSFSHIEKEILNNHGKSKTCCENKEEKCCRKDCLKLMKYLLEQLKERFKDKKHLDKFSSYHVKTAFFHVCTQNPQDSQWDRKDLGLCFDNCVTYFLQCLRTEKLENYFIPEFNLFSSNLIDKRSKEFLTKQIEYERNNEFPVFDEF
# mcGAS inh: cyclic GMP-AMP synthase inhibitors, mouse, primary biochemical chemiluminescence; Q8C6L5; recombinant cGAS, Kinase-Glo ATP depletion luminescence; inhibition, % at 12.5 µM; actives 0.15% (n = 160,000); AID 1259399, 2018;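 further: 0% = negative control wells and 100% = reference inhibitor with no enzyme activity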
# * hit, by the source's call; · = no result given. Unless noted, no stated cut-off is given here; in the data, active means inhibition above about 40%; inactive means the rest.
no. | SMILES | NPYLR7 ag | hcGAS lum | mcGAS inh
1 | CCOC(=O)CSC(C)C(=O)Nc1ccc(S(=O)(=O)N2CCCC2)cc1 (centres undefined) | 0 | -5 | -3
2 | Cc1ccc(CN(CCc2ccccc2)C(=O)CN(Cc2cc(F)cc(F)c2)C(C)C)o1 | · | -8 | -7
3 | Cc1nc2c(C(=O)N3CCC4(CCC(=O)N(C)CC4)CC3)cccc2[nH]1 | 5 | -8 | ·
4 | c1csc(CN(c2ncnc3ccsc23)C2CC2)c1 | 13 | -11 | ·
5 | Fc1ccc(-c2nc(CSc3nnc4c(Cl)cc(C(F)(F)F)cn34)cs2)cc1 | 15 | -5 | -5
6 | CSc1nnc2c(n1)OC(c1cccc(F)c1)Nc1ccccc1-2 (centres undefined) | 1 | -6 | -4
7 | COc1cc(NCCS(=O)(=O)c2ccc(C)cc2)ncn1 | 7 | -6 | -16
8 | O=C(CC(c1ccccc1)c1cccc(Cl)c1)N1CCN(CCO)CC1 (centres undefined) | 0 | -4 | ·
9 | CS(=O)(=O)c1ccccc1C(=O)NC12CC3CC(CC(C3)C1)C2 | -10 | -8 | ·
10 | CC(CC(=O)Nc1ccc(-c2onc3c2CCCC3)cc1)CC(C)(C)C (centres undefined) | 1 | -6 | -6
11 | N[C@@H]1c2ccccc2C2(CCN(C(=O)CCc3nc4ccccc4[nH]3)CC2)[C@H]1O | 21 | -5 | ·
12 | Cc1oc(C)c(-c2ccc(Cl)cc2)c1C(=O)N1CCC(O)(c2ccccc2)CC1 | -17 | -5 | ·
13 | Cc1nn(CCC(C)C)c(=O)c2c1cnn2C(C)(C)C | -3 | 3 | ·
14 | CCN(C(=O)Cn1ccnn1)C1CCCC1 | 0 | -7 | -15
15 | CCOc1ccccc1C(=O)Nc1ccc(N2CCN(S(=O)(=O)c3cc(F)cc(F)c3)CC2)nc1 | 30 | -1 | -7
16 | COc1ccc(C(C)N(C(=O)c2scnc2C)C2CCC(C)CC2)c(OC)c1 (centres undefined) | 8 | -5 | ·
17 | CCCC(=O)Nc1ncnc2c1ncn2[C@@H]1O[C@@H]2OP(=O)(O)OC[C@H]2[C@H]1OC(=O)CCC | 3 | -7 | -7
18 | Cc1noc(-c2ccc(OC(F)(F)F)cc2)c1C(=O)NCc1cccnc1 | 6 | -2 | -6
19 | Cc1ccc(NC(=O)C2(C)CCN2CCc2ccccc2)cc1O (centres undefined) | 8 | -5 | ·
20 | COc1ccccc1CN1CC(C(=O)NCCc2cnccn2)CCC1=O (centres undefined) | 2 | 4 | -3
21 | Cc1cccc(-n2ncc3c(=O)n4c(nc32)SCC4CC(=O)NCc2ccncc2)c1 (centres undefined) | 2 | -4 | -6
22 | CC(=O)Nc1cccc(C(=O)NC2(Cc3ccc(C)cc3)CC2)c1 | 0 | -4 | ·
23 | CC(C)n1c2ccccc2c2n[nH]c(=S)nc21 | -6 | -5 | ·
24 | Cc1cc(C)nc(NS(=O)(=O)c2ccc(NC(=O)/C=C/c3ccc(F)cc3)cc2)n1 | 5 | 4 | 0
25 | CCCc1cc(C(=O)N2CCC3(CCC(=O)N(C)CC3)CC2)ccn1 | 9 | -7 | ·
26 | CCOC(=O)N1CCC(NC2CCN(c3cccc(NC(=O)c4ccccc4OC)c3)CC2)CC1 | 16 | -7 | -13
27 | COc1ccccc1CN(C)CCS(=O)(=O)c1ccc(Br)cc1 | -1 | -3 | ·
28 | CCC1(CO)CCCN(C(=O)c2csc3nc(-c4cccc(OC)c4)cn23)C1 (centres undefined) | 1 | -8 | -10
29 | COCCCN(CC(=O)N(Cc1cccn1Cc1ccc(F)cc1)C1CCCCC1)C(=O)COC | -7 | -4 | -6
30 | COc1ccc(CCNC2CC(=O)N(c3ccccc3F)C2=O)cc1 (centres undefined) | 2 | 1 | -7

# Full records from above:
# COc1ccccc1CN(C)CCS(=O)(=O)c1ccc(Br)cc1 is listed with NPYLR7 ag: -1; hcGAS lum: -3; mcGAS inh: ·
# CC(CC(=O)Nc1ccc(-c2onc3c2CCCC3)cc1)CC(C)(C)C (centres undefined) is listed with NPYLR7 ag: 1; hcGAS lum: -6; mcGAS inh: -6

# In the list so far, these have a CF3 group.
no. | SMILES | NPYLR7 ag | hcGAS lum | mcGAS inh
5 | Fc1ccc(-c2nc(CSc3nnc4c(Cl)cc(C(F)(F)F)cn34)cs2)cc1 | 15 | -5 | -5
18 | Cc1noc(-c2ccc(OC(F)(F)F)cc2)c1C(=O)NCc1cccnc1 | 6 | -2 | -6

# Reformatted: 3 of the compounds above.
15: CCOc1ccccc1C(=O)Nc1ccc(N2CCN(S(=O)(=O)c3cc(F)cc(F)c3)CC2)nc1
  NPYLR7 ag: 30
  hcGAS lum: -1
  mcGAS inh: -7
16: COc1ccc(C(C)N(C(=O)c2scnc2C)C2CCC(C)CC2)c(OC)c1 (centres undefined)
  NPYLR7 ag: 8
  hcGAS lum: -5
  mcGAS inh: ·
17: CCCC(=O)Nc1ncnc2c1ncn2[C@@H]1O[C@@H]2OP(=O)(O)OC[C@H]2[C@H]1OC(=O)CCC
  NPYLR7 ag: 3
  hcGAS lum: -7
  mcGAS inh: -7

# Reprinted, entries 19–21
no. | SMILES | NPYLR7 ag | hcGAS lum | mcGAS inh
19 | Cc1ccc(NC(=O)C2(C)CCN2CCc2ccccc2)cc1O (centres undefined) | 8 | -5 | ·
20 | COc1ccccc1CN1CC(C(=O)NCCc2cnccn2)CCC1=O (centres undefined) | 2 | 4 | -3
21 | Cc1cccc(-n2ncc3c(=O)n4c(nc32)SCC4CC(=O)NCc2ccncc2)c1 (centres undefined) | 2 | -4 | -6

# Carrying on.
no. | SMILES | NPYLR7 ag | hcGAS lum | mcGAS inh
31 | O=c1[nH]c2cc3ccccc3c(=O)n2c2ccccc12 | 3 | -10 | -5
32 | Cc1[nH]cnc1CN1CCOc2c(O)cc(-c3cccc(Cl)c3)cc2C1 | 0 | 2 | ·
33 | Clc1ccc(-c2nnc(CSc3nnc4n3CCCCC4)o2)cc1 | 10 | -6 | ·
34 | Cc1ccc(C2c3cccn3CCCN2Cc2cccc(F)c2)c(C)c1 (centres undefined) | -1 | 4 | 0

# Random draw from the library (roughly 0.29% active in at least one column).
